Screens: PubChem, several laboratories
GC-B act: GC-B (human) receptor activation; P20594; HEK293-GC-B cells, CNP EC30, cGMP TR-FRET; 0% at EC30 CNP, 100% saturating CNP; activation, % at 10 µM; 370,000 compounds, 0.11% hits; AID 1920062;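 active = activation at 10 µM reaching about 35% in either raw or pattern-adjusted values, limit read from the data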
HTRA1 inhibitor: inhibitors of human serine peptidase HTRA1 | Q92743 | recombinant HTRA1, FP-rhodamine activity-based probe, fluorescence polarization | inhibition, % at 5.96 µM | 340,000 compounds, 0.5% hits; in the data active = inhibition above about 36%;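 also: 0% = enzyme with DMSO and 100% = wells lacking enzyme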
Target sequence (Q92743 whole entry, looked up): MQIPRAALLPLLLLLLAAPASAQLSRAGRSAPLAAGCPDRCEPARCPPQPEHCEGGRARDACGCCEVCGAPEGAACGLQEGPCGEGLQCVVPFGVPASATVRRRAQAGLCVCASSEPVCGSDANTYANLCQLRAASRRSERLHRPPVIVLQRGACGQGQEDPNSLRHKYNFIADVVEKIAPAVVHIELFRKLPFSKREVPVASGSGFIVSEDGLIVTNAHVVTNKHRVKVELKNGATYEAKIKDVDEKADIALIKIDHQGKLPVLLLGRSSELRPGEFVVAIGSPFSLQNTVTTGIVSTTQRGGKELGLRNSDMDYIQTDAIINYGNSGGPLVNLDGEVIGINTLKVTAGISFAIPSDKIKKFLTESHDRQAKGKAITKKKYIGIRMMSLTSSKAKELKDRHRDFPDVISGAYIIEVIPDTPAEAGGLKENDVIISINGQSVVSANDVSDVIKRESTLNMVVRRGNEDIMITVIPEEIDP
mABHD4 FP: inhibitors of mouse ABHD4 | inhibition, % at 8.92 µM | 370,000 compounds, 0.54% hits | purified mABHD4, FP-Rh probe fluorescence polarization | Q8VD66;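 active = inhibition exceeding the mean over every tested compound plus 3 SD, cut at about 30% in these data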;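 also: 0% = plate median of compound wells and 100% = S159A mutant with DMSO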
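Test system: mABHD4 protein | Buffer or medium: HEPES pH 7.0 buffer, 150 mM NaCl, 0.01% Pluronic F-127 | Probe or stimulus: FP-Rh fluorescent activity-based probe, added after compound pre-incubation | Timing: Pre-incubation 45 min, probe exposure 60 min, at 25 °C | Technique: Fluorescence polarization, excitation 525 nm, emission 598 nm, BODIPY TMR filters | Repeats: Single well per compound (singlicate)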
SIAE inh: human SIAE inhibition, primary screen | Q9HAT2 | SIAE FP-Rh probe binding, fluorescence polarization | inhibition, % at 9.66 µM | 370,000 compounds, 0.69% hits | AID 1053197;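 active = inhibition above a cutoff: mean of compounds within the control limits plus 3 SD of those, cut at about 17% in these data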;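 also: 0% = plate median of compound wells and 100% = probe without SIAE protein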
MBD2 inh: inhibitors of human MBD2 binding to methylated oligonucleotide. Q9UBB5. TR-FRET. inhibition, % at 4.4 µM. 370,000 compounds, 0.31% hits; in the data active = inhibition above about 13%
PRMT1 FP inh: PRMT1 (human) inhibition, primary screen | inhibition, % at 2.79 µM | Q99873 | recombinant PRMT1, activity-based probe fluorescence polarization | 370,000 compounds, 1.3% hits;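 active = inhibition above about 21% made by adding two undisclosed values, limit read from the data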
Target sequence (Q99873 whole entry, looked up): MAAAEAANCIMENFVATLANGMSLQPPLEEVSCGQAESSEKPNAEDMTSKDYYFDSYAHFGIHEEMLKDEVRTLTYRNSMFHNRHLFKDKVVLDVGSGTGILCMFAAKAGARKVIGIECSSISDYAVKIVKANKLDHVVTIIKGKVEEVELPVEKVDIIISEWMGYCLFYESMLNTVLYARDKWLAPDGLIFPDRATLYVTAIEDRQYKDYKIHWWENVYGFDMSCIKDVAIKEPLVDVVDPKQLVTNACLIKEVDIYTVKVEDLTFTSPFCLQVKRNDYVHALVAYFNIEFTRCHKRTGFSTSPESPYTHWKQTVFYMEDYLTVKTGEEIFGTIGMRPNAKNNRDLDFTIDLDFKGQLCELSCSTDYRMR
rCAG RNA binder: binds r(CAG) RNA repeats. inhibition, % at 3 µM. r(CAG) RNA repeat, TO-PRO-1 dye displacement fluorescence. AID 651821. 370,000 compounds, 1.3% hits;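 active = inhibition above the plate cutoff, the mean of all test compounds on that plate plus 3 SD, cut at about 35% in these data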;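 also: 0% = DMSO alone and 100% = 100 µM mitoxantrone as full dye displacement; higher means more dye released from RNA so lower well fluorescence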
NPR1 activator: GC-A (human) enzyme activation; P16066; HEK293 GC-A cells, cGMP TR-FRET, EC30 ANP; 0% at EC30 ANP, 100% saturating ANP; activation, % at 10 µM; 370,000 compounds, 0.14% hits; AID 1671463; in the data active = activation above about 40%
UHRF1 binding: UHRF1 methyl-DNA binding inhibition. Q96T88. UHRF1 binding to methylated oligo, TR-FRET. inhibition, % at 4.4 µM. 370,000 compounds, 0.75% hits. AID 687016; in the data active = inhibition above about 21%;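 also: UHRF1 SRA domain binding a hemimethylated CpG hairpin DNA probe; 0% = median of test compound wells and 100% = reference inhibitor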
TCR-CD3 inh: inhibitors of human TCR-CD3 interaction. TAMRA-labeled TCR probe fluorescence, biochemical. inhibition, % at 9.4 µM. 360,000 compounds, 0.37% hits. AID 651800; in the data active = inhibition above about 19%;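 also: recombinant mutant TCR 2C K166C tagged with TAMRA read by polarization; 0% = receptor in buffer alone and 100% = receptor with positive control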
Active calls of the source: *; / = not tested or not shown. This is a subset, so the mix of outcomes need not match the whole.

SMILES | GC-B act | HTRA1 inhibitor | mABHD4 FP | SIAE inh | MBD2 inh | PRMT1 FP inh | rCAG RNA binder | NPR1 activator | UHRF1 binding | TCR-CD3 inh
S=C(Nc1ccccc1)Nc1cccc(Br)c1 | -4 | -2 | 1 | 1 | 1 | -2 | 1 | 2 | -2 | 3
COc1ccccc1C(=O)Nc1ccc(OC(C)C(=O)N2CCOCC2)cc1 (stereo not given) | 2 | 4 | 7 | 1 | -2 | -1 | 4 | 2 | -3 | 7
C=CCN(CC#CC1=CCCCC1)Cc1ccccc1 | 1 | / | -1 | 3 | -10 | 0 | -1 | 2 | 0 | /
CC(=O)Nc1cncc(-c2ccccc2CO)n1 | 1 | / | 3 | -4 | -1 | -3 | 1 | 2 | 2 | -4
COc1ccc(NC(=O)C2=Cc3cccc(OC)c3OC2)cc1 | -2 | 1 | -6 | -1 | 4 | -3 | -1 | -1 | -1 | 1
CCOC(=O)C1C(=O)CC(C)(O)C(C(=O)OCC)C1c1ccc(NC(C)=O)cc1 (stereo not given) | 3 | 3 | 1 | -2 | -3 | -3 | -4 | -4 | -2 | -4
Cc1ccc(-n2c(CC#N)n[nH]c2=S)c(C)c1 | -1 | 0 | 0 | 5 | 1 | 4 | -1 | 0 | 4 | -7
CSc1ccc(CN2CCC2(C)C(=O)NCc2ccccc2Br)cc1 (stereo not given) | -10 | / | -4 | 1 | 4 | -1 | 1 | -9 | -1 | -3
CC1CCc2sc3ncn4nc(C(=O)NCc5ccco5)nc4c3c2C1 (stereo not given) | -5 | -7 | 0 | 5 | -2 | 0 | 3 | 4 | -2 | 5
O=C(O)/C=C/C(=O)Nc1cccnc1 | 4 | 4 | 0 | 0 | 1 | 3 | -5 | 2 | -1 | 5
Cc1ccc(C2(C)NC(=O)N(CC(=O)Nc3cc(C)on3)C2=O)cc1 (stereo not given) | 3 | 5 | 0 | -1 | -5 | -4 | -4 | 0 | -3 | 8
Cn1c(SCC(=O)N/N=C/c2ccc(O)c(O)c2)nc2ccccc21 | -7 | 41* | 31* | 8 | -1 | 6 | 8 | -4 | 0 | 7
COc1cccc(CNC(=O)c2ccc(C)c(NC3=NC4CS(=O)(=O)CC4S3)c2)c1 (stereo not given) | 0 | 8 | 2 | 4 | -4 | 1 | 2 | 0 | -1 | 9
CCOc1cc(/C=C(\C#N)c2nc3ccccc3[nH]2)ccc1OC(C)C(=O)O (stereo not given) | -1 | -6 | 22 | -12 | -2 | 1 | 19 | -1 | -5 | -6
Cc1ccc(C(=O)c2ccc([N+](=O)[O-])cc2)c(C)c1 | -3 | -1 | -10 | 1 | 5 | 3 | -5 | 1 | 0 | -8
Cc1nn(CCCC(=O)NCc2ccccc2)c(C)c1[N+](=O)[O-] | 3 | 5 | -3 | 2 | -2 | 0 | -5 | 5 | -1 | 6
Cc1ccccc1C(=O)NNc1ccc([N+](=O)[O-])cc1 | -1 | 3 | -1 | -2 | 2 | 1 | 1 | 0 | 1 | 2
Cc1cccc(-n2c(SCN3C(=O)c4ccccc4C3=O)nc3ccccc3c2=O)c1 | 5 | / | 0 | -1 | 5 | -2 | 5 | 8 | 1 | 7
COc1ccc(Cn2nnc3c(=O)[nH]c(C(=O)NCCc4ccc(F)cc4)nc32)cc1OC | 1 | -7 | 1 | -1 | -1 | -2 | 23 | -1 | 0 | -1
COC(=O)Nc1ccc(NC(C)=O)cc1 | 7 | 0 | -1 | 2 | -3 | 0 | 1 | 5 | 2 | 6

An excerpt from above in order of heavy-atom count, ascending.
SMILES | GC-B act | HTRA1 inhibitor | mABHD4 FP | SIAE inh | MBD2 inh | PRMT1 FP inh | rCAG RNA binder | NPR1 activator | UHRF1 binding | TCR-CD3 inh
O=C(O)/C=C/C(=O)Nc1cccnc1 | 4 | 4 | 0 | 0 | 1 | 3 | -5 | 2 | -1 | 5
COC(=O)Nc1ccc(NC(C)=O)cc1 | 7 | 0 | -1 | 2 | -3 | 0 | 1 | 5 | 2 | 6
S=C(Nc1ccccc1)Nc1cccc(Br)c1 | -4 | -2 | 1 | 1 | 1 | -2 | 1 | 2 | -2 | 3
CC(=O)Nc1cncc(-c2ccccc2CO)n1 | 1 | / | 3 | -4 | -1 | -3 | 1 | 2 | 2 | -4
Cc1ccc(C(=O)c2ccc([N+](=O)[O-])cc2)c(C)c1 | -3 | -1 | -10 | 1 | 5 | 3 | -5 | 1 | 0 | -8
C=CCN(CC#CC1=CCCCC1)Cc1ccccc1 | 1 | / | -1 | 3 | -10 | 0 | -1 | 2 | 0 | /
COc1ccc(NC(=O)C2=Cc3cccc(OC)c3OC2)cc1 | -2 | 1 | -6 | -1 | 4 | -3 | -1 | -1 | -1 | 1
CSc1ccc(CN2CCC2(C)C(=O)NCc2ccccc2Br)cc1 (stereo not given) | -10 | / | -4 | 1 | 4 | -1 | 1 | -9 | -1 | -3
CC1CCc2sc3ncn4nc(C(=O)NCc5ccco5)nc4c3c2C1 (stereo not given) | -5 | -7 | 0 | 5 | -2 | 0 | 3 | 4 | -2 | 5
CCOc1cc(/C=C(\C#N)c2nc3ccccc3[nH]2)ccc1OC(C)C(=O)O (stereo not given) | -1 | -6 | 22 | -12 | -2 | 1 | 19 | -1 | -5 | -6
CCOC(=O)C1C(=O)CC(C)(O)C(C(=O)OCC)C1c1ccc(NC(C)=O)cc1 (stereo not given) | 3 | 3 | 1 | -2 | -3 | -3 | -4 | -4 | -2 | -4
COc1cccc(CNC(=O)c2ccc(C)c(NC3=NC4CS(=O)(=O)CC4S3)c2)c1 (stereo not given) | 0 | 8 | 2 | 4 | -4 | 1 | 2 | 0 | -1 | 9
Cc1cccc(-n2c(SCN3C(=O)c4ccccc4C3=O)nc3ccccc3c2=O)c1 | 5 | / | 0 | -1 | 5 | -2 | 5 | 8 | 1 | 7
COc1ccc(Cn2nnc3c(=O)[nH]c(C(=O)NCCc4ccc(F)cc4)nc32)cc1OC | 1 | -7 | 1 | -1 | -1 | -2 | 23 | -1 | 0 | -1

Further structures:
SMILES | GC-B act | HTRA1 inhibitor | mABHD4 FP | SIAE inh | MBD2 inh | PRMT1 FP inh | rCAG RNA binder | NPR1 activator | UHRF1 binding | TCR-CD3 inh
O=C(CSc1cn(CC(=O)N2CCCC2)c2ccccc12)NCC1CCCO1 (stereo not given) | -2 | 3 | 3 | -5 | 6 | 3 | 3 | 5 | 0 | 1
COCCCn1c(=O)c2ccccc2n(CC(=O)Nc2ccc3c(c2)OCCO3)c1=O | -1 | -5 | -6 | -2 | 1 | -3 | 1 | 4 | 0 | 3
CCOC(=O)c1cccc(NC(=O)C2CCCN(S(=O)(=O)c3c(C)n[nH]c3C)C2)c1 (stereo not given) | -2 | -3 | 3 | 1 | 7 | 1 | 0 | -6 | 17 | 5
CC1(C(=O)NCCC#N)CCN1C(=O)c1ccccc1CCc1ccccc1 (stereo not given) | -4 | / | -1 | 6 | 6 | 3 | 0 | -2 | -1 | -6
COc1ccc(Br)cc1-c1noc(-c2ccccc2F)n1 | -10 | 1 | 0 | 5 | -7 | 0 | -1 | -6 | -1 | -2
Nc1ncnc2c1ncn2[C@@H]1O[C@H](C(=O)N[C@@H](CO)c2ccccc2)[C@@H](O)[C@H]1O | 5 | / | -2 | 17* | 2 | -3 | 1 | 0 | -1 | 8
COc1ccc(CC/C(=N\O)C2(O)CCCCC2)cc1 | 0 | -6 | 2 | -4 | 0 | -1 | -4 | 7 | 2 | 2
COc1ccccc1CNC(=O)CN(c1ccc(C)cc1)S(=O)(=O)c1c(C)nn(C)c1C | 3 | 2 | -3 | 1 | 4 | 5 | -7 | -2 | 3 | -1
Cc1ccc(OCC(=O)Nc2ccc(N3CCN(C(=O)c4ccco4)CC3)cc2)c(C)c1 | 7 | 2 | 10 | 9 | -4 | 0 | 1 | 1 | -2 | -3
O=C(CCCSc1nc2ccccc2[nH]1)Nc1nnc(C2CC2)s1 | -4 | 4 | 0 | -2 | 1 | 3 | 2 | -2 | -1 | 18
O=C(COC(=O)C(CO)NS(=O)(=O)c1ccc(Br)cc1)Nc1ccc2c(c1)OCCO2 (stereo not given) | 1 | -2 | 5 | 5 | 4 | 2 | 6 | -4 | 13 | -2
COc1ccc(C(=O)CCC(=O)O)c(C)c1 | 2 | 2 | 2 | -1 | -5 | -3 | 0 | -4 | -2 | -6
CN(C)CCCNC(=O)/C(=C/c1ccc(-c2ccc([N+](=O)[O-])cc2)o1)NC(=O)c1ccccc1 | -8 | 1 | 5 | -2 | -6 | -2 | 9 | 1 | -11 | -1
CCCCn1c(N)c(N(CCOC)C(=O)CCN2C(=O)C3CC=CCC3C2=O)c(=O)[nH]c1=O (stereo not given) | 4 | -5 | 4 | 7 | -2 | 1 | 1 | -1 | 0 | -3
COc1cccc(NC(=O)Nc2ccccc2SC)c1 | 0 | -9 | -2 | 1 | -8 | 0 | 2 | 3 | 1 | 0
CCOC(=O)N1CCC(NC(=O)c2ccc(CS(=O)(=O)c3ccc(OC)cc3)o2)CC1 | -3 | -1 | -1 | 0 | -3 | -4 | -3 | 4 | -3 | 6
O=C(Nc1nnc(C2CC2)s1)c1ccc(Cl)nc1 | 3 | 7 | 0 | 2 | 1 | 2 | 1 | -4 | -4 | -4
COc1ccccc1N1CCN(S(=O)(=O)c2ccc(Cl)s2)CC1 | -5 | -14 | -6 | 3 | -8 | -2 | -1 | -3 | 1 | 8
O=C(CSc1nnc(Cc2ccc(Cl)cc2)o1)Nc1ccccc1 | -1 | -2 | 1 | -4 | -6 | 8 | 4 | -2 | 4 | -14
CCN(CCCC(=O)c1ccc(F)cc1)CCc1ccccc1 | 2 | 7 | 4 | -5 | -2 | 0 | -3 | -4 | 6 | -1
OCCCn1c(C2CCCN2c2nc(-c3ccc(F)cc3)cs2)nc2cc(C(F)(F)F)ccc21 (stereo not given) | -11 | -24 | -4 | 4 | -2 | 1 | 5 | -7 | 0 | -3
Cc1cc(OC(C)C(N)=O)nc(-c2ccccc2)n1 (stereo not given) | 3 | -1 | 3 | 2 | -1 | -2 | -2 | 1 | -4 | 1
COCCCNc1ncnc2sc3c(c12)CCC(C)C3 (stereo not given) | 9 | -5 | -5 | -2 | 2 | -2 | -1 | 14 | 0 | 4
CC1CCCCC12NC(=O)N(CC(=O)Nc1cccnc1Cl)C2=O (stereo not given) | 4 | 1 | -9 | 3 | -4 | 0 | 0 | 0 | 2 | 12
COc1ccc(C2CC(=O)C(C=NCCN3CCN(C(=S)Nc4ccccc4)CC3)=C(O)C2)cc1 (stereo not given) | -1 | -5 | -2 | -4 | 0 | 0 | 5 | -2 | 0 | -1
Cc1ccccc1CN1CCN(C(=O)[C@H]2O[C@@H](n3ccc(=O)[nH]c3=O)[C@H](O)[C@@H]2O)CC1 | -3 | / | -1 | 2 | 3 | -2 | 2 | 1 | 3 | -9
CCCc1cc(C(=O)Nc2ccc(Cl)cn2)cs1 | 0 | -23 | 1 | -2 | 0 | 5 | 0 | 3 | 3 | -3
Cc1cc(C)nc(NS(=O)(=O)c2ccc(NC(=S)NC(=O)C(C)C)cc2)n1 | 1 | -1 | 4 | 6 | 2 | -2 | 5 | -1 | 0 | 4
